High-throughput results: PubChem, The Scripps Research Institute Molecular Screening Center
TTR transcr act = increases transthyretin transcription. actives 1.3% (n = 92,000). SH-SY5Y TTR promoter Gaussia luciferase, luminescence; 100% = recombinant luciferase protein wells. activation, % at 16.7 µM. AID 1117267;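 active = activation above the mean of all tested compounds plus 3 SD, cut at about 9.5% in these data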;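 also: cells exposed to compounds for one day before reading; 0% = median of all test compound wells on the plate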
The depositor's hits bear a star. This is a subset (hit frequency here may not be typical).

TTR transcr act	SMILES
2.0	CC(C)(C)C(=O)NC1(C(F)(F)F)NC(=O)N(Cc2ccccc2)C1=O (stereo not drawn)
-0.3	COc1cccc(OC)c1C(=O)Nc1nnc(-c2cccs2)s1
0.5	COc1ncnc2c1ncn2CCCNCCN1CCOCC1
3.8	CC1CCc2c(sc(NC(=O)COC(=O)c3ccc(NC(=O)CC#N)cc3)c2C#N)C1 (stereo not drawn)
-0.1	CCOC(=O)CCNC(=O)N1CCCC(C(=O)c2cccc(OC(C)C)c2)C1 (stereo not drawn)
8.4	O=c1c2ccccc2ccc2ccccc12
-1.7	S=C(NCCc1ccccc1)Nc1ccc(Br)cn1
-0.4	Cc1ccsc1C(=O)Nc1ccc(O)c(-c2nc3ccccc3s2)c1
1.0	O=C(CCC(=O)c1cccs1)Nc1nnc(C2CC2)s1
0.7	Cc1ccccc1COC(=O)c1nn(-c2ccccc2)nc1N
2.3	CN1CCC(N(C)S(=O)(=O)c2ccc(NC(=O)Cc3ccc(F)cc3)cc2)CC1
-0.9	CCN1CCCc2cc(CN(CCN3CCOCC3)C(=S)Nc3ccc(OC)c(Cl)c3)ccc21
2.5	O=C(c1ccco1)N1CCN(c2ccc([N+](=O)[O-])cc2F)CC1
1.7	COc1ccccc1NS(=O)(=O)c1cc(NC(=O)c2sc3cc(Cl)ccc3c2Cl)ccc1C
-0.2	Cc1ccc(-c2nc3nc4ccccc4nc3n2Cc2ccco2)cc1
3.3	O=C1c2oc3ccccc3c(=O)c2C(c2ccccn2)N1Cc1ccccc1 (stereo not drawn)
-1.2	c1ccc(OCc2nnc3n2N=C(c2ccccc2)CS3)cc1
-0.9	COc1cc(/C=C/C(=O)OCC(=O)Nc2ccc(NC(C)=O)cc2)cc(S(=O)(=O)N2CCc3ccccc32)c1OC
-1.4	O=C(Nc1nnc(-c2ccccc2Cl)o1)c1nc2ccccc2s1
-2.8	COc1ccc(Br)cc1/C=N/NC(=O)CN1CCN(Cc2ccccc2)CC1
2.1	CC(=O)c1cccc(S(=O)(=O)Nc2c(C)nn(C)c2C)c1
0.3	COc1ccc(C)cc1NC(=S)N1CC(C)OC(C)C1 (stereo not drawn)
1.7	CN(CCOc1ccccc1)CC(=O)Nc1cc([N+](=O)[O-])ccc1Cl
-1.0	CCOC(=O)Nc1ccc(C)cc1NC(=O)OCC
3.8	COc1cc(OC)cc(C(=O)N2CCN(c3ccccc3F)CC2)c1
5.7	O=C1CCN(Cc2ccc(Br)cc2)CCN1[C@H](CO)c1ccccc1
4.1	CC(Sc1cccc[n+]1[O-])C(=O)Nc1cccc(S(=O)(=O)N2CCOCC2)c1 (stereo not drawn)
0.4	COc1ccccc1C(C)NCC(=O)NC(=O)NCc1ccco1 (stereo not drawn)
-0.6	COC(=O)c1sc2nc(CSc3nc4ccc(C)cc4[nH]3)[nH]c(=O)c2c1C
-0.5	CC1CCN(c2c(NCc3ccc(C(=O)N4c5ccccc5CC4C)cc3)c(=O)c2=O)CC1 (stereo not drawn)
0.1	Cc1ccc(-n2ncc(C(=O)Nc3ccc(Cl)cc3)c2C2CCNCC2)cc1C
-2.3	COC(=O)N/N=C/c1cn(CCCOc2ccccc2)c2ccccc12
0.4	Cc1cccc(NC(=O)C2CCCCN2S(=O)(=O)c2ccccc2)c1C (stereo not drawn)
3.0	NS(=O)(=O)c1ccc(NC(=O)CN2CCc3ccccc32)cc1
-1.1	CNS(=O)(=O)c1ccc(CNC[C@H]2O[C@@H](n3cc(C)c(=O)[nH]c3=O)C[C@@H]2O)cc1
-0.5	CC[N+](C)(C)CC/C=C1/c2ccccc2Sc2ccc(Cl)cc21
-2.0	CC(C)S(=O)(=O)c1csc(C(=O)NN)c1-n1cccc1
0.1	CCOc1cc(C(=S)N2CCOCC2)ccc1OS(=O)(=O)c1ccc(Br)cc1
-0.6	Cc1ccc(/C=N/NC(=O)CSCc2ccc(Cl)cc2)cc1
1.3	CC(C)(CNC(=O)c1ccc(NS(=O)(=O)c2ccc(Br)cc2)cc1)N1CCOCC1
1.0	CC1=Nc2ccccc2/C1=C\c1sc(Nc2ccc(C)cc2)nc1O
-2.1	COc1cccc(OC)c1OCCCCCc1c(C)n[nH]c1C
-4.0	O=C(CSC1CN(C(c2ccccc2)c2ccccc2)C1)N/N=C/c1ccccc1
-1.7	c1ccc(OCCN2CCN(C(c3ccccc3)c3ccccc3)CC2)cc1
-2.1	O=C(NC1CCCCC1)C(c1ccnc2ccccc12)n1c(=O)c(-c2ccccc2)nc2ccccc21 (stereo not drawn)
0.7	CCN(Cc1ccncc1)C(=O)c1ccc(C)o1
-0.6	COc1ccccc1CNC(=O)C[C@@H]1C[C@H]2c3cc(NC(=O)c4ccc5c(c4)OCO5)ccc3O[C@H]2[C@@H](CO)O1
-0.3	O=C(NCc1ccccc1Cl)C(=O)NCC1OCCN1S(=O)(=O)c1cccs1 (stereo not drawn)
1.3	C=CCn1c(=NC(=O)C2CC2)sc2cc(NC(C)=O)ccc21
-0.5	COC(=O)c1c(SCc2cccc3ccccc23)nc(=O)[nH]c1C
-0.5	O=c1ccn(Cc2ccccc2)c(=O)n1Cc1ccccc1
0.8	C[C@H](O)[C@@H]1C(=O)N2CCc3ccc(-c4ccccc4)cc3[C@@H]2C[C@@H]1N(C)C(=O)Nc1cc(Cl)cc(Cl)c1
2.2	O=C(COC(=O)Cc1ccccc1F)NCc1ccc(Cl)cc1
-0.1	Cc1ccc(C)c(OC(=O)c2cccnc2Cl)c1C
3.1	Cc1cccnc1CCNC(=O)CCc1nnc(-c2ccccc2)o1
-1.2	CC(NCCC(Cc1ccccc1)c1ccco1)c1ccccc1 (stereo not drawn)
0.8	O=C(Nc1nnc(-c2ccccc2F)s1)C1CCCO1 (stereo not drawn)
-1.5	Cc1cccc(Nc2nc(N)nc(CSc3nccc(C)n3)n2)c1
-0.2	CCCC(=O)N1CCCC(c2cc(C(=O)NCc3ccccc3)no2)C1 (stereo not drawn)
1.2	NC(=O)CC(NC(=O)Cc1ccc(Br)cc1)c1ccc(NCc2cc(F)ccc2F)c([N+](=O)[O-])c1 (stereo not drawn)

(listing goes on)
TTR transcr act	SMILES
-2.0	O=C(NC1CCCCC1)c1cc(-c2ccc(O)cc2)on1
-0.3	CSc1ncccc1C(=O)N1CCCC(CCC(=O)NCc2ccc(F)c(F)c2)C1 (stereo not drawn)
3.3	O=C(CSc1nc(-c2ccccc2)cs1)N1CCc2ccccc21
-0.5	O=C(c1ccc(COc2ccccc2Br)o1)N1CCCCCC1
-2.7	O=C1CN(C(=O)COC(=O)c2ccccc2NCc2ccco2)c2ccccc2N1
3.6	Cc1cc(C)c(C)c(S(=O)(=O)Nc2ccc(OCC(=O)O)cc2)c1C
0.4	O=C(Cc1ccc(-n2c(=O)c3sccc3n(CC(=O)Nc3ccccc3F)c2=O)cc1)NCc1ccco1
2.3	CC(=O)N1CCCc2cc(S(=O)(=O)NCCC3=CCCCC3)ccc21
0.7	CCCCNC(=O)CC(=O)Nc1ccccc1C(=O)O
0.3	O=C(NCCc1ccc(Cl)cc1)c1cc(S(=O)(=O)N2CCCC2)ccc1F
2.1	COc1ccccc1-c1cc(C(F)(F)F)nc(S(=O)(=O)CCCC(=O)O)n1
-1.5	O=C(O)c1cc(-c2ccc(/C=C3\NC(=O)N(c4ccc(Cl)cc4)C3=O)o2)ccc1Cl
0.1	O=C(C1CCN(S(=O)(=O)c2ccccc2[N+](=O)[O-])CC1)N1CCOCC1
6.0	COc1ccc(Oc2nc(-c3ccccc3)ncc2S(=O)(=O)c2ccccc2)cc1
2.2	CN1CCO/C1=C(\C(Cl)=C(Cl)Cl)[N+](=O)[O-]
6.8	CC(/C=N/n1c(-c2ccncc2)n[nH]c1=S)=C\c1ccco1
6.3	COc1ccccc1C(=O)NCC(=O)OCC(=O)c1ccc2c(c1)-c1ccccc1C2
-0.9	O=C(NCCc1nnc2ccccn12)c1cccs1
-0.7	COC(=O)Cc1c(OC)ccn(CCc2c[nH]c3ccccc23)c1=O
-0.1	CC(C(=O)NCc1cccnc1)c1ccc([N+](=O)[O-])cc1 (stereo not drawn)
-1.4	CCCCOc1ccc(Cl)cc1CSc1nnc(C)n1N
0.7	Cc1cc(OCc2nnc(SC(C)C(=O)O)n2-c2ccccc2)ccc1Cl (stereo not drawn)
-1.8	CC1=CC(=O)C=C(C)C1=NOC(=O)/C=C\c1ccccc1
2.2	Cc1sc2nc(C3CC3)nc(SCC(=O)N3CCCc4ccccc43)c2c1C
-2.2	CC(C)(C)c1ccc(/C=C2\Oc3cc(O)ccc3C2=O)cc1
-0.1	COc1cc(Br)c(Br)cc1N
1.4	CCCS(=O)(=O)N1CCCC(C(=O)Oc2ccc(OC)cc2)C1 (stereo not drawn)
-4.2	Cc1csc(NC(=S)Nc2cccc(Cl)c2)n1
4.0	O=C(c1cnccn1)N1CCN(c2ccccc2F)CC1
6.2	CC(=O)Nc1ccc(CC#N)cc1

The final 2 compounds of the section before are carried over, then new ones follow:
TTR transcr act	SMILES
4.0	O=C(c1cnccn1)N1CCN(c2ccccc2F)CC1
6.2	CC(=O)Nc1ccc(CC#N)cc1
0.9	C[C@H]1C(=O)CC[C@@]23CCCN2C(=O)CCC[C@@H]13
-1.1	COc1ccc(OC)c(S(=O)(=O)NCCO)c1
0.6	C=C(C)COc1ccc2oc(C)c(C(=O)OCCOC)c2c1
0.6	O=C(OCc1cn(Cc2ccc(F)cc2F)nn1)N1CCCC1
-2.1	COc1ccc(Cc2nc(-c3cccs3)no2)cc1OC
0.4	Cc1ccc(-n2nc3c(c2NC(=O)c2cccs2)CS(=O)(=O)C3)cc1
2.6	CN(Cc1ccccc1)C(=O)c1cnc2n(c1=O)CCS2
0.3	COc1ccc(CCN2C(=O)CCC2(C)C(=O)NC2CCCC2)cc1OC (stereo not drawn)
0.8	CCC(CC)c1nnc(NC(=O)CSCc2c(C)noc2C)s1
0.9	COc1cc2c(cc1OC)C(SC)=NC(C)(C)C2
7.1	C[C@H](CO)N1C[C@H](C)[C@@H](CN(C)S(=O)(=O)c2cccs2)Oc2c(NS(=O)(=O)c3ccccc3)cccc2C1=O
-0.4	CC(C)CC1NC(=O)N(CC(=O)N2CCN(S(=O)(=O)c3ccc(Cl)cc3)CC2)C1=O (stereo not drawn)
3.0	COC(=O)[C@]12CCCCC=C1N(Cc1ccc(OC)cc1)C(=O)[C@@H]2CC(=O)N1CCN(C(=O)c2ccco2)CC1
-0.2	CC(C)c1ccc(C2OC(CCc3ccccc3)Cc3[nH]c(=S)[nH]c(=O)c32)cc1 (stereo not drawn)
8.6	CN1CCN(c2ccc(NC(=O)COc3ccccc3Cl)cc2)CC1
-3.2	NC(=O)C1=C[C@@H](C2CCCCC2)C[C@@H](OCc2ccc(CO)cc2)O1
0.2	COc1cc(Cl)c(C)cc1NC(=O)COC(=O)C(NS(=O)(=O)c1ccc(Cl)cc1)C(C)O (stereo not drawn)
-0.3	CC(=O)C[C@H](O)CC(=O)[C@@H]1OC(=O)CCCCCc2ccccc21
0.0	Fc1ccc2nc3n(c2c1F)CCCCCC3
0.8	CCCn1c(=O)c2[nH]cnc2n(-c2ccccc2C)c1=O
1.8	CC(C)NC(=O)C1(C)CN(S(C)(=O)=O)CC(=O)N1CCOc1ccccc1 (stereo not drawn)
0.3	CN(C)CCNC(=O)Cn1nc(-c2ccc(Cl)cc2)ccc1=O
1.9	Cn1c(SCC(=O)N2CCc3ccccc3C2)nnc1-c1ccncc1
-1.8	COc1cc(/C=C2\SC(=Nc3ccc(Cl)c(C(=O)O)c3)NC2=O)c(Br)c(Br)c1O
1.5	CCc1c(C)sc(NC(=O)c2ccccc2[N+](=O)[O-])c1C(N)=O
-2.5	COc1ccc(C(=O)c2[nH]c(N)c(C(=O)NCCc3c[nH]c4ccccc34)c2-c2ccc(OC)c(OC)c2)cc1
-2.3	O=C(NC(=S)NNC(=O)c1ccccc1O)c1ccccc1
15*	O=C(OCC(=O)N1CCN(c2ccccc2)CC1)c1ccc(O)cc1O
-0.2	COc1ccc(C(=O)C2CCCN(Cc3cccc4c3OCO4)C2)cc1OC (stereo not drawn)
-1.1	COc1ccc(S(=O)(=O)N2CCC(C(=O)NCCc3ccc4c(c3)OCO4)CC2)cc1

Single entries from above.
COc1ccc(C(=O)C2CCCN(Cc3cccc4c3OCO4)C2)cc1OC (stereo not drawn) in TTR transcr act is entered as -0.2
Cc1ccc(-n2nc3c(c2NC(=O)c2cccs2)CS(=O)(=O)C3)cc1 in TTR transcr act is entered as 0.4
CC(C)c1ccc(C2OC(CCc3ccccc3)Cc3[nH]c(=S)[nH]c(=O)c32)cc1 (stereo not drawn) in TTR transcr act is entered as -0.2
CN(C)CCNC(=O)Cn1nc(-c2ccc(Cl)cc2)ccc1=O in TTR transcr act is entered as 0.3
CCc1c(C)sc(NC(=O)c2ccccc2[N+](=O)[O-])c1C(N)=O in TTR transcr act is entered as 1.5
COc1cc(Cl)c(C)cc1NC(=O)COC(=O)C(NS(=O)(=O)c1ccc(Cl)cc1)C(C)O (stereo not drawn) in TTR transcr act is entered as 0.2

The list continues.
TTR transcr act	SMILES
1.6	Cc1ccc(S(=O)(=O)N2CCCCC2)cc1C(=O)N1C(C)CCCC1C (stereo not drawn)
-1.1	CCOC(=O)CNC(=O)Cn1cnc2c(nnn2-c2ccc(C)cc2)c1=O
0.9	N#Cc1cnn2c(-c3ccccc3)ccnc12
-0.5	Cc1cccc(C)c1NC(=O)CSCc1cccc(CSCC(=O)Nc2c(C)cccc2C)n1
-1.4	CCc1ccc(-c2cn3c(n2)SCC3)cc1
1.2	COc1cc2c(cc1OC)C(=S)NC(C)(C)C2
-0.8	CCCOc1ccc(-c2nc(OC)c3ccccc3n2)cc1
2.8	O=C(C[C@H]1C[C@@H]2c3cc(NC(=O)C4CCC4)ccc3O[C@@H]2[C@H](CO)O1)NC1CCCCC1

Looked up one by one from the list above:
TTR transcr act	SMILES
1.2	COc1cc2c(cc1OC)C(=S)NC(C)(C)C2
-1.4	CCc1ccc(-c2cn3c(n2)SCC3)cc1
0.9	N#Cc1cnn2c(-c3ccccc3)ccnc12

At a glance, part of the list above:
TTR transcr act	SMILES
-1.1	CCOC(=O)CNC(=O)Cn1cnc2c(nnn2-c2ccc(C)cc2)c1=O
0.9	N#Cc1cnn2c(-c3ccccc3)ccnc12
-0.5	Cc1cccc(C)c1NC(=O)CSCc1cccc(CSCC(=O)Nc2c(C)cccc2C)n1
-1.4	CCc1ccc(-c2cn3c(n2)SCC3)cc1
